# Assay outcomes: PubChem BioAssay, National Center for Advancing Translational Sciences (NCATS)
# Tau fibril ThT: blocks human tau fibril formation measured by thioflavin T; P10636; recombinant tau K18 P301L, heparin-induced fibrillization, ThT fluorescence; Potency, µM (titrated, usually from 57.4 µM), for the others: at the top dose activity, negative = inhibition, most hits filed as inhibitors; 270,000 tested, 2.1% active; AID 1460; further: nearly all actives have a fitted effect of over 55% in size
# Target sequence (P10636 561-689 P618L limits assumed): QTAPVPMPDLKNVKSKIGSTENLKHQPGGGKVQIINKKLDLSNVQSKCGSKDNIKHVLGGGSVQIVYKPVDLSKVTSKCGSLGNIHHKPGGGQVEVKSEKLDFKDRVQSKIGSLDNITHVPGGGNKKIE
#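 Heparin-induced (20 uM) aggregation of recombinant human K18 P301L tau, 15 uM unlabeled with 0.24 uM labeled, pH 7 acetate buffer, 6 hr at 37 C with compound. Fibrils quantified by 30 uM ThT fluorescence after 1 hr ambient incubation.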
# Tau fibril FP: tau fibrillization inhibition (FP); P10636; K18 P301L tau heparin fibrillization, Alexa594 FP, 6 h; Potency, µM (doses to about 57.7 µM), for the others: at the highest dose activity, negative = inhibition, actives largely listed as inhibitors; 280,000 tested, 0.39% active; AID 1468; further: nearly all actives have a fitted effect of over 55% in size
#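 Recombinant K18 P301L […], labeled with Alexa 594 at 0.24 uM over 15 uM unlabeled; heparin inducer 20 uM final; 37 C, 6 hr; FP endpoint.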
# Tau fluor counter: counter-screen for tau fibril formation inhibitors; 280,000 tested, 0.93% active; tau K18 P301L Alexa594 fluorescence, heparin fibrillization; Potency, µM (highest dose often 57.7 µM), inactives show at the highest dose activity change, negative = decrease; further: nearly all actives have a fitted effect of over 55% in size
#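 Human tau K18 P301L (15 uM unlabeled, 0.24 uM Alexa 594-labeled) in 100 mM sodium acetate pH 7 with 20 uM heparin, 6 hr at 37 C. ThT 30 uM added, 1 hr ambient; Alexa 594 FP and total fluorescence read at 555/632 nm.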
# The depositor's hits bear a star; ? = inconclusive; [ ] = remark or other dose. The call rests on the fitted dose curve; in most records, active means well fitted curve in the direction sought with a large enough effect; inconclusive means small, poorly fitted or top-dose-only effect, or another doubt; inactive means no such curve, though single readings can be large; an effect the other way counts as inactive or inconclusive. On the % scale 0 is the no-effect control and ±100 the full control effect; potency means the concentration at half of the fitted maximal effect.
compound | Tau fibril ThT | Tau fibril FP | Tau fluor counter
CCCn1c(=O)c2sccc2n2c(CCCC(=O)Nc3cccc(CC)c3)nnc12 | -6% | 1% | -12%
COc1ccccc1CCNS(=O)(=O)c1ccc(N2CCCCS2(=O)=O)cc1 | -1% | -2% | -6%
COc1ccc(-n2ncc3c(NC4CCCC4)ncnc32)cc1 | -11% | -4% | -9%
O=C(OCc1cc(=O)n2nc(C3CC3)sc2n1)c1ccc(F)cc1 | -13% | -2% | -1%
COc1ccc(Cl)c2sc(NC(=O)c3ccc(S(=O)(=O)N4CCCC4)cc3)nc12 | 9% | ? | -17%
Cc1ccccc1NC(=O)c1cnc2sc(N3CCCC3)nn2c1=O | 1% | -4% | -1%
CCOc1ccc(CNC(=O)C2CCCN(c3nn4cc(-c5ccc(F)cc5)nc4s3)C2)cc1 (stereo not drawn) | ? | 6% | -15%
CCOc1cccc(C(=O)Nc2nc3c(s2)CC(C(C)(C)C)CC3)c1 (stereo not drawn) | -2% | -8% | -3%
CCn1c(CN2CCN(C)CC2)nc2cc(NC(=O)c3cc(OC)c(OC)c(OC)c3)ccc21 | 0% | -7% | -3%
O=C(NC1CC(=O)N(c2ccc(F)cc2)C1)c1cc2ccccc2o1 (stereo not drawn) | -8% | -14% | -3%

# Taken from above:
# O=C(OCc1cc(=O)n2nc(C3CC3)sc2n1)c1ccc(F)cc1 – Tau fluor counter: -1%
# CCCn1c(=O)c2sccc2n2c(CCCC(=O)Nc3cccc(CC)c3)nnc12 – Tau fibril FP: 1%
# CCOc1cccc(C(=O)Nc2nc3c(s2)CC(C(C)(C)C)CC3)c1 (stereo not drawn) – Tau fluor counter: -3%
# O=C(NC1CC(=O)N(c2ccc(F)cc2)C1)c1cc2ccccc2o1 (stereo not drawn) – Tau fibril ThT: -8%
# COc1ccc(-n2ncc3c(NC4CCCC4)ncnc32)cc1 – Tau fibril ThT: -11%

# Next entries follow.
compound | Tau fibril ThT | Tau fibril FP | Tau fluor counter
O=[N+]([O-])c1cc(-c2nc(-c3ccco3)no2)ccc1NCc1ccccc1 | -12% | 4% | -11%
Fc1ccc2ncc3c(-c4ccccc4)n[nH]c3c2c1 | -10% | 14% | -14%
CCC(C)(C)NC(=O)Cn1c(=O)ccc2cc(S(=O)(=O)N3CCC(C)CC3)ccc21 | -1% | -3% | -10%
CCOC(=O)c1ccc(NC(=O)CCC(=O)N2CCSc3ccccc32)cc1 | -13% | -8% | ?
CCOc1ccc(NC(=O)c2c(NCc3ccc(C)o3)sc3c2CCCCC3)cc1 | 22µM* | ? | -23%
CCc1ccc(S(=O)(=O)NCCc2cn3ccsc3n2)cc1 | -1% | ? | -11%
COc1ccc(CNC(=O)CCCc2nnc3n(CCC(C)C)c(=O)c4sccc4n23)cc1 | -5% | 2% | -9%
COc1ccc(Cl)cc1NC(=O)c1cnc2sc(N3CCOCC3)nn2c1=O | -2% | -5% | -5%
COC(=O)c1ccc(Nc2ncnc3c2cnn3-c2ccccc2)cc1 | ? | ? | -30%
Cc1nc2cccnc2n1-c1cccc(C(=O)NCCN(C)C)c1 | 9% | -1% | 8%
Cc1cccc(-c2noc(-c3ccc(NCc4cccnc4)c([N+](=O)[O-])c3)n2)c1 | 8% | 0% | -7%
Cc1ccccc1C(=O)OCc1cc(=O)n2nc(-c3cccs3)sc2n1 | ? | -1% | -8%
CN1C(=O)Cc2cc(S(=O)(=O)NCc3ccc(Cl)cc3)ccc21 | 7% | 2% | 11%
CCc1ccc(NC(=O)CSc2nnc(-c3cc4occc4n3C)n2-c2ccccc2C)cc1 | -3% | -8% | -18%
Cc1ccc(N2CCN(C(=O)c3cnc(N4CCCCC4)c4ccccc34)CC2)c(C)c1 | ? | 3% | -17%
Cc1c(C(=O)N(C)C)sc2c1c(=O)n(-c1ccccc1C(F)(F)F)c(=O)n2Cc1cccc(F)c1 | 1% | 2% | -11%
COCCNC(=O)CCc1c(C)n(C)c2cc(-c3cc(OC)c(OC)c(OC)c3)nn2c1=O | -2% | 9% | 1%
CCOC(=O)c1cccc(NC(=O)c2ccc3c(c2)nnn3C2CCCC2)c1 | -12% | -11% | ?
CCc1ccc(S(=O)(=O)NCc2nc3cccnc3n2Cc2cccc(OC)c2)cc1 | -2% | 14% | -11%
CN(Cc1ccccc1)c1ccc(-c2nc(-c3ccccc3)no2)cc1[N+](=O)[O-] | -2% | 4% | -7%
O=C(Cc1cccs1)NC1CC(=O)N(c2ccc(F)cc2)C1 (stereo not drawn) | -2% | -4% | 2%
COc1cccc(NC(=O)C2CCN(S(=O)(=O)c3ccc4[nH]c5c(c4c3)CCCCC5)CC2)c1 | 3% | -14% | 6.3µM*[quencher]
Cc1nn2c(=O)cc(CN(C)c3ccccc3)nc2s1 | -1% | 1% | -4%
Cc1nc2sccn2c(=O)c1S(=O)(=O)Nc1ccc(N2CCOCC2)cc1 | -10% | -1% | -15%
O=C(Cn1nc(-c2ccc(Cl)cc2)ccc1=O)NCCc1ccccc1 | 2% | 3% | -12%
Cc1oc(-c2ccc(C(=O)NCCN(C)C)cc2)nc1CS(=O)(=O)c1ccccc1 | 6% | -4% | 1%
COc1cc(NC(=O)Cn2c(=O)n(Cc3ccco3)c(=O)c3oc4ccccc4c32)cc(OC)c1 | 9% | ? | -24%
Cc1cc2c(cc1NC(=O)c1ccccc1Cl)n(C)c(=O)c(=O)n2C | -10% | 8% | 12%
CCc1cccc(NC(=O)Cc2nc(-c3ccc(OC)cc3)no2)c1 | -6% | -12% | -18%
CC1=C(C(=O)Nc2cccc(F)c2)C2(CCCCC2)OC1=O | -1% | 0% | -2%
O=C(NCCCN1CCCCC1)c1sc2ncccc2c1-n1cccc1 | 10% | -1% | 10%
O=C(Cn1ncc2c([nH]c3ccccc32)c1=O)NCCCN1CCN(c2ccccc2)CC1 | 1% | 8% | -3%
COc1ccc(S(=O)(=O)Nc2cccc(-c3ccc(N4CCC(C)CC4)nn3)c2)c(OC)c1 | 0% | -5% | -21%
CCN(CC)c1ccc(NC(=O)CN2CCN(CC(=O)Nc3ccc(Cl)cc3)CC2)cc1 | -13% | 6% | ?
COc1ccc(C2Nc3ccccc3-c3cc(C)nn32)cc1OC (stereo not drawn) | 1% | 11% | -24%
Cc1ccc(N2C(=O)CCSC23C(=O)N(Cc2ccccc2)c2ccccc23)cc1F (stereo not drawn) | ? | -16% | -15%
COC(=O)c1ccc(OCC2c3cc(OC)c(OC)cc3CCN2C(=O)C(C)C)cc1 (stereo not drawn) | 7% | 7% | 5%
COc1ccc(CN2COc3ccc4c(-c5ccccc5)cc(=O)oc4c3C2)cc1 | ? | -2% | -29%
COc1ccc(S(=O)(=O)NCCc2nnc3ccc(SCC(=O)Nc4cc(C)cc(C)c4)nn23)cc1 | -10% | 13% | -19%
CCn1cc2nc(SCc3cc(C)ccc3C)n(Cc3ccc(Cl)cc3)c(=O)c2n1 | 10% | 0% | 0%
O=C(Nc1ccc2c(c1)N(C1CCCC1)C(=O)c1ccccc1S2)c1ccccc1F | 3% | ? | -17%
COc1ccc(N(C)C(=O)NCc2noc3ccc(C)cc23)c(OC)c1 | -7% | -3% | -15%
COc1ccc(CNC(=O)CN2N=C(c3ccc(Cl)cc3)CCC2=O)cc1 | -7% | -12% | -18%
COc1ccccc1C(=O)Nc1c(C(=O)NC(C)(C)C)oc2ccccc12 | -4% | -6% | -22%
CCc1ccccc1NC(=O)CSc1nc2ncccc2o1 | -6% | 3% | -8%
COc1ccc(Cn2c(=O)c3oc4ccccc4c3n(Cc3ccc(F)cc3)c2=O)cc1 | 3% | -13% | -13%
Cc1cc2c(cc1S(=O)(=O)N(CCN(C)C)Cc1ccco1)OCC(=O)N2 | 4% | -2% | 8%
COc1ccc(CNC(=O)c2cc3cccc4c3n2CC(C)S4)c(OC)c1 (stereo not drawn) | 1% | -8% | -28%
COc1ccc(C(=O)NCC(c2ccc(N(C)C)cc2)N2CCc3ccccc32)cc1 (stereo not drawn) | 16µM* | ? | ?
COc1ccc2c(c1)c1c(c(=O)n(-c3ccc(F)c(Cl)c3)c(=O)n1Cc1cccc(C)c1)n2C | 13% | 3% | 11%

# Next section
compound | Tau fibril ThT | Tau fibril FP | Tau fluor counter
CN1CCc2c(sc(NC(=O)CSc3ccccc3)c2-c2nc3ccccc3s2)C1 | -14% | -5% | -5%
Cc1ccc(NC(=O)C2CCCN(S(=O)(=O)c3ccc4c(c3)CCCC(=O)N4)C2)cc1Cl (stereo not drawn) | -9% | -9% | ?
O=C(NCc1cccnc1)C(=O)NCC(c1cccnc1)N1CCN(c2ccccc2F)CC1 (stereo not drawn) | -11% | -4% | -13%
CCC(=O)C1=C(c2ccc(F)cc2)N(C(=O)CC)n2cnnc2S1 | 10µM* | ? | -28%
CCOc1ccccc1CNC(=O)c1cnc2sc(N3CCC(C)CC3)nn2c1=O | -13% | -5% | -9%
CCn1cc2nc(SCc3cccc(C(F)(F)F)c3)n(Cc3ccc(OC)cc3)c(=O)c2n1 | -5% | 4% | -10%
O=C(CCn1c(=O)c2cccn2c2cccnc21)NCc1ccc(Cl)cc1 | -5% | -5% | -4%
COc1ccc(CCNc2ncnc3c2cnn3-c2ccc(C)c(Cl)c2)cc1 | ? | ? | ?
COCCn1c(SCC(=O)c2ccc(F)cc2)nc2cc(C(=O)NC3CCCC3)ccc2c1=O | 8% | -5% | 1%
CCCOc1ccc(CC2C(=O)Nc3ccc(Br)cc32)cc1 (stereo not drawn) | ? | ? | ?

# Part of the list above, set out differently:
COc1cc(NC(=O)Cn2c(=O)n(Cc3ccco3)c(=O)c3oc4ccccc4c32)cc(OC)c1
  Tau fibril ThT: 9%	Tau fibril FP: ?	Tau fluor counter: -24%
COCCn1c(SCC(=O)c2ccc(F)cc2)nc2cc(C(=O)NC3CCCC3)ccc2c1=O
  Tau fibril ThT: 8%	Tau fibril FP: -5%	Tau fluor counter: 1%

# The list continues:
compound | Tau fibril ThT | Tau fibril FP | Tau fluor counter
CCOCCCn1c(SCC(=O)Nc2ccc(C)cc2)nc2ccccc2c1=O | -11% | -4% | -21%
O=C(CSc1nnc(-c2ccncc2)n1-c1ccccc1)Nc1ccc(Br)cc1 | 2% | ? | -4%
COc1ccc(N(Cc2cccs2)C(=O)Nc2cccc(Cl)c2)cc1 | -5% | 5% | -28%
CC(CCc1ccccc1)NC(=O)CSc1n[nH]c(-c2ccc(F)cc2)n1 (stereo not drawn) | 1% | -7% | -20%
CN(C)C(=O)c1ccc(S(=O)(=O)NCc2ccccc2Cl)s1 | 2% | -7% | -2%
Cc1cccc(CSCc2ccc(C(=O)NCCc3ccccc3)o2)c1 | -21% | 5% | -11%
COc1ccc(Br)cc1CNC(=O)CCSCc1ccc(Cl)cc1 | -14% | ? | ?
CCCCOC(=O)c1ccc(OC(=O)c2sc3ncn(Cc4ccccc4Cl)c(=O)c3c2C)cc1 | -10% | -4% | -11%
CC(C)c1ccc(NC(=O)c2cnc3sc(N4CCOCC4)nn3c2=O)cc1 | ? | 9% | -26%
CCOc1ccc(NC(=O)CN2CCSc3ccc(S(=O)(=O)N4CCCC4)cc32)cc1 | -6% | ? | ?
COc1cccc(CN2CCCN(Cc3ccc(F)cc3)S2(=O)=O)c1 | -8% | -2% | -24%
CCOC(=O)c1ccc(NC(=O)CSc2nc3ccccc3c(=O)n2CCNC(C)=O)cc1 | 10% | -13% | -1%
CCCCn1c(=O)c2oc3ccccc3c2n(Cc2cccc(C)c2)c1=O | 9% | -2% | -3%
COc1ccc(CNC(=O)CC2N=C3c4ccccc4N=C(SCC(=O)Nc4ccc(N(C)C)cc4)N3C2=O)cc1 (stereo not drawn) | ? | 4% | -23%
COc1cc(C(=O)NCCc2csc(-c3ccc(Cl)cc3)n2)cc(OC)c1OC | ? | 6% | -18%
COc1cccc(CNC(=O)Cn2nc(-c3ccc(C)cc3)ccc2=O)c1 | 0% | 1% | -8%
COc1ccc(N2CCN(C(=O)CCc3c(C)nn(-c4ccc(N5CCCC5)nn4)c3C)CC2)cc1 | ? | 7% | 1%
Cc1cc(=O)n(Cc2ccc(Cl)cc2)c2c1c(C)nn2-c1ccccc1 | 1% | -5% | -1%
Cc1c(NC(=O)Cc2ccc(F)cc2)cccc1-c1nc2cccnc2s1 | 8% | ? | 20µM*[quencher]
CCN(CC)CCNC(=O)C1CCCN(c2nnc(C)c3c(C)n(-c4ccc(Cl)cc4)nc23)C1 (stereo not drawn) | -13% | 1% | -2%
c1ccc(C(c2cccs2)c2c[nH]c3ccccc23)cc1 (stereo not drawn) | ? | 2% | -20%
COc1ccccc1-c1noc(-c2ccc(NCc3ccco3)c([N+](=O)[O-])c2)n1 | 10% | -10% | 3%
COc1cccc(C(=O)Nc2ccc(Cl)c(-c3nc4ccccc4[nH]3)c2)c1 | ? | 25µM* | ?
O=C(NCc1ccco1)c1ccc2c(c1)N(Cc1cccc(Cl)c1)C(=O)c1ccccc1S2(=O)=O | 4% | ? | ?
Nc1c(-c2nc(-c3ccncc3)no2)nnn1CC(=O)Nc1ccccc1 | 4% | -2% | -3%

# Only part of the results is shown. The share of hits here may be higher or lower than overall.
